Spn DPM-DC inh – blocks S. pneumoniae diphosphomevalonate decarboxylase; purified DPM-DC, PK/LDH coupled NADH fluorescence; calls only at 10 µM; 65,000 tested, 0.49% active; AID 556;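 active means the 320 compounds with the highest percent inhibition in the single-dose primary screen, excluding strongly autofluorescent ones, cut at about 32% in these data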;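 further: kinetic rate of NADH fluorescence loss reporting ADP formed by the decarboxylase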
HT1080 viability – HT1080 cell viability loss – fluorescence readout (AID 620); HT1080 viability, fluorescence; higher % means a stronger effect; 87,000 tested, 0.42% active; one-dose cytotoxicity, % at 10 µM; EC50 in µM for titrated hits;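 further: cells exposed to compound overnight then 4 h with Alamar Blue; 0% = vehicle DMSO and 100% = killing control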
Alkaline phosphatase – human TNAP enzyme inhibitors, biochemical, luminescent (AID 518). purified TNAP enzyme, luminescent substrate readout; higher % means a stronger effect. inhibition, % at 20 µM; hits with a dose series show IC50 in µM. 64,000 tested, 0.09% active; in the data active means a potency from the dose series; inactive means the rest, 99 in 100 with inhibition below about 22%;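 further: plate controls were vehicle for no effect and reference inhibitor for full effect; many of its hits are not listed in these tables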
Bfl-1 displacement – displacement of Bid BH3 peptide from Bfl-1 – biochemical, fluorescence polarization, FITC-Bid, mouse, primary screen (AID 432); FITC-Bid BH3 peptide fluorescence polarization displacement; higher % means a stronger effect; displacement, % at 20 µM, or IC50 in µM where a hit was titrated; 64,000 tested, 0.02% active; in the data active means a potency from the dose series; inactive means the rest, 99 in 100 with displacement below about 15%; further: strong numbers were not always called active
HPDE-C7 cytotoxicity – HPDE-C7 pancreatic duct cell viability loss – fluorescence, HTS (AID 430); HPDE-C7 pancreatic duct cells viability, fluorescence; higher % means a stronger effect; cytotoxicity, % at 10 µM; hits with a dose series show EC50 in µM; 63,000 tested, 1.8% active;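 further: cells exposed to compound for 48 hours before viability readout; 0% = vehicle and 100% = reference cytotoxic drug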
PMK inhibit – inhibitors of Streptococcus pneumoniae phosphomevalonate kinase | purified PMK, PK/LDH-coupled NADH absorbance 340 nm | inhibition, % at 10 µM | 65,000 tested, 0.49% active;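 active means top-ranked compounds by inhibition in the single 10 µM screen, taking a fixed number of the strongest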;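 further: 0% = full reaction with DMSO carrier and 100% = background rate without enzyme reaction; no value below 0 was filed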
LYP phosphatase – inhibition of human PTPN22 tyrosine phosphatase – biochemical, DiFMUP fluorescence, recombinant catalytic domain, 10 µM, primary screen (AID 606) | recombinant LYP catalytic domain, DiFMUP fluorescence; higher % means a stronger effect | 52,000 tested, under 10 active | one-dose inhibition, % at 10 µM; IC50 in µM for titrated hits;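 active means IC50 under 40 µM in the dose-response test; inactive means IC50 of 40 µM or more, or never dose-tested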
KRASV12 cytotoxicity – viability loss of HPDE-C7K cells – cell-based, fluorescence, HTS, primary screen (AID 431). HPDE-C7K KRASV12 cells, Alamar Blue viability, 48 h; higher % means a stronger effect. cytotoxicity, % at 10 µM; hits with a dose series show EC50 in µM. 63,000 tested, 1.7% active;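 active means compounds whose percent cytotoxicity in the single-dose primary screen, scaled between solvent and toxic-drug controls, exceeds 50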;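 further: 0% = DMSO solvent wells and 100% = doxorubicin-treated wells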
MK inhibit – blocks S. pneumoniae mevalonate kinase. inhibition, % at 10 µM. purified MK, PK/LDH-coupled NADH absorbance 340 nm. AID 555. 65,000 tested, 0.48% active;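 active means ranked among the strongest by inhibition in the single 10 µM screen, a fixed top-ranked set picked for dose follow-up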; further: no value below 0 was filed
PMK inhibit pilot replicates – further read-out of PMK inhibit, marked with its call; inhibition, %; measured here: pilot screen replicates
MK inhibit pilot replicates – also measured in MK inhibit; calls as there; inhibition, %; measured here: pilot screen replicates
Spn DPM-DC inh pilot screen % – second read-out of Spn DPM-DC inh, no call of its own (marks repeat the call); inhibition, %; measured here: pilot screen trials
* marks the source's active call; other numbers are inactive results; i = inactive; x = no result given; & = joins results of further samples. Unless noted, no stated cut-off is given here; in the data, active means cytotoxicity above about 50%; inactive means the rest. Only part of the results is shown; rates above refer to the full screens.

SMILES	Spn DPM-DC inh	HT1080 viability	Alkaline phosphatase	Bfl-1 displacement	HPDE-C7 cytotoxicity	PMK inhibit	LYP phosphatase	KRASV12 cytotoxicity	MK inhibit	others
Cc1cc(Br)ccc1N1C(=O)CC(=O)NC1=O	i	-0.3%	7.4%	-6.0%	-4.5%	0.0	12.7%	-0.9%	4.0
COC(=O)C(O)(c1ccc(NC(=O)c2ccco2)c(OC)c1)C(F)(F)F (stereo not given)	i	25.2%	13.8%	-1.9%	2.2%	7.0	17.8%	-13.3%	10.0
NC1CCCCC1N=Cc1c(O)n(Cc2ccc(F)cc2)c(=O)[nH]c1=O (stereo not given)	i	-5.2%	18.8%	-0.9%	-4.2%	14.0	6.7%	-12.7%	6.0
O=c1[nH]c(=O)n(Cc2ccccc2)c(O)c1C=Nc1ccc(CN2CCOCC2)cc1	i	-4.9%	15.2%	0.8%	-3.0%	11.0	x	1.9%	1.0
CC1=C(C(=O)Nc2ccccc2)SCCO1	i	7.1%	9.3%	-2.6%	-0.4%	0.0	10.2%	1.9%	9.0
CC1CCCCN1CC(=O)c1ccc2cc[nH]c2c1 (stereo not given)	i	9.8%	7.0%	-10.0%	5.4%	5.0	7.0%	7.4%	4.0
COC(=O)c1ccc(N2C(=O)CC(N3CCC(n4c(=O)[nH]c5ccccc54)CC3)C2=O)cc1 (stereo not given)	i	2.5%	2.8%	2.2%	-14.3%	3.0	3.9%	-11.8%	10.0
Cc1nc2ccccc2c(=O)n1-c1cccc(O)c1	i	7.7%	6.1%	-3.3%	3.6%	0.0	10.7%	0.7%	5.0
CCCCN1C(=O)NC(=O)C2(Cc3ccccc3N3CCOCC32)C1=O (stereo not given)	i	23.1%	19.5%	1.4%	-12.5%	13.0	1.6%	-1.4%	8.0
CCCC(=O)C1C(=O)NC(=O)NC1=O	i	-7.5%	6.9%	-3.0%	-2.2%	9.0	14.0%	-5.2%	8.0
COc1cccc(CNC2CN3CCC2CC3)c1OC (stereo not given)	i	-1.3%	16.9%	7.8%	-2.1%	1.0	8.8%	-4.5%	6.0
O=P1(Nc2ccc(F)cc2)COc2ccccc2OC1	i	26.1%	9.8%	-1.8%	-20.4%	12.0	18.8%	-13.0%	13.0

For reference, 6 of the compounds above.
SMILES	Spn DPM-DC inh	HT1080 viability	Alkaline phosphatase	Bfl-1 displacement	HPDE-C7 cytotoxicity	PMK inhibit	LYP phosphatase	KRASV12 cytotoxicity	MK inhibit	others
Cc1cc(Br)ccc1N1C(=O)CC(=O)NC1=O	i	-0.3%	7.4%	-6.0%	-4.5%	0.0	12.7%	-0.9%	4.0
COC(=O)C(O)(c1ccc(NC(=O)c2ccco2)c(OC)c1)C(F)(F)F (stereo not given)	i	25.2%	13.8%	-1.9%	2.2%	7.0	17.8%	-13.3%	10.0
NC1CCCCC1N=Cc1c(O)n(Cc2ccc(F)cc2)c(=O)[nH]c1=O (stereo not given)	i	-5.2%	18.8%	-0.9%	-4.2%	14.0	6.7%	-12.7%	6.0
O=c1[nH]c(=O)n(Cc2ccccc2)c(O)c1C=Nc1ccc(CN2CCOCC2)cc1	i	-4.9%	15.2%	0.8%	-3.0%	11.0	x	1.9%	1.0
CC1=C(C(=O)Nc2ccccc2)SCCO1	i	7.1%	9.3%	-2.6%	-0.4%	0.0	10.2%	1.9%	9.0
CC1CCCCN1CC(=O)c1ccc2cc[nH]c2c1 (stereo not given)	i	9.8%	7.0%	-10.0%	5.4%	5.0	7.0%	7.4%	4.0

(listing goes on)
SMILES	Spn DPM-DC inh	HT1080 viability	Alkaline phosphatase	Bfl-1 displacement	HPDE-C7 cytotoxicity	PMK inhibit	LYP phosphatase	KRASV12 cytotoxicity	MK inhibit	others
Cc1nn(-c2ccccc2)c2c1C(c1ccc3c(c1)OCO3)SCC(=O)N2 (stereo not given)	i	11.1%	2.8%	-5.4%	9.8%	6.0	x	10.8%	3.0
Cc1ccc2nsnc2c1-n1c(C)nc2ccccc2c1=O	i	-1.5%	9.3%	-1.1%	-8.1%	0.0	7.8%	-8.5%	5.0
O=C(Nc1cccc(OC(=O)N2CCCCC2)c1)N1CCCCC1	i	2.2%	6.3%	-0.9%	-0.4%	7.0	-1.5%	4.8%	1.0
COC(=O)C(O)(c1ccc2c(c1)CCCN2)C(F)(F)F (stereo not given)	i	-3.3%	1.0%	-27.7%	-21.6%	7.0	13.5%	-24.5%	2.0
Nc1c(C(=O)NCc2ccco2)c2nc3ccccc3nc2n1CCN1CCCCC1	x	12.1%	8.0%	9.8%	12.6µM*	4.0	7.8%	14.4µM*	1.0
COc1cc2[nH]c(=O)n(-c3cccc(Cl)c3)c(=O)c2cc1OC	i	-12.5%	10.6%	-0.4%	3.8%	0.0	13.0%	-8.0%	1.0
O=C(O)C1CSC(c2cccnc2)N1 (stereo not given)	i	-2.4%	-2.4%	-4.8%	-7.5%	13.0	7.6%	6.0%	3.0
Cn1c(O)c(C=Nc2ccc(Cl)cc2)c(=O)n(C)c1=O	i	8.8%	0.5%	-2.3%	-1.1%	0.0	x	0.2%	5.0
c1ccc2c(CN3CCCCCCC3)c[nH]c2c1	i	7.4%	16.9%	-2.0%	x	12.0	x	x	48.0*
Cc1ccc(N2C(=O)CC(=O)NC2=O)cc1	i	4.5%	5.3%	-1.9%	-3.3%	1.0	-0.1%	-6.2%	10.0
O=c1[nH]c(=O)n(Cc2ccccc2)c(O)c1C=NCCN1CCNCC1	i	3.3%	9.3%	2.9%	-11.2%	0.0	0.5%	-15.0%	5.0
Cc1ccc(C)c(CN2CCC(n3nnc4cc(F)ccc43)CC2)c1	i	-1.4%	7.0%	3.6%	-6.3%	0.0	-1.0%	-17.5%	12.0
O=c1c2ccccc2nc(-c2ccccc2)n1-n1cccc1	i	-2.6%	8.4%	-6.2%	-5.2%	0.0	x	3.2%	2.0
COCCNC(=O)c1c(NC(=O)c2ccco2)n(Cc2ccccc2)c2nc3ccccc3nc12	x	-6.4%	11.7%	-11.0%	x	19.0	0.8%	x	7.0
CC(=O)N(C1=NCCCS1)c1ccccc1F	i	-5.1%	11.0%	1.2%	4.3%	14.0	6.8%	4.8%	2.0
CC(=O)c1c(O)n(C2CCCCCC2)c(=O)[nH]c1=O	i	-9.0%	0.3%	-6.2%	-20.1%	0.0	0.9%	-6.5%	4.0
CCCCn1c(O)c(C(CC)=Nc2ccc(C(=O)O)cc2)c(=O)[nH]c1=O	i	13.4%	7.9%	3.4%	-4.7%	5.0	-1.6%	3.6%	12.0
COCCOC(=O)c1c(C)oc2ccc(OC(=O)N(C)C)cc12	i	1.4%	12.7%	-5.9%	-32.9%	11.0	x	-10.7%	0.0
O=C(c1cc2cc3ccc(Cl)cc3nc2o1)N1CCC2(CC1)OCCO2	i	-9.0%	12.0%	4.0%	1.6%	11.0	-13.2%	-0.6%	3.0
Cc1ccc2nc(N3CCC(C(=O)N4CCC5(CC4)OCCO5)CC3)sc2c1	i	-1.9%	8.5%	-3.7%	-2.0%	13.0	9.3%	1.8%	11.0
CC1=[N+]([O-])C2(N)CCc3nonc3C2(O)C1 (stereo not given)	i	-2.4%	-0.4%	-11.2%	-9.3%	1.0	x	0.5%	0.0
CCN(CC)C(=O)c1ccc(NC(=O)Cn2nc(C)c3ccccc3c2=O)cc1	i	-4.9%	-4.2%	-1.2%	-7.5%	7.0	-0.9%	-7.8%	12.0
C[N+]1(C)[C@@H]2CC[C@H]1CC(OC(=O)C(CO)c1ccccc1)C2 (stereo not given in full)	i	-0.1%	12.1%&10.0%	-7.3%&-1.5%	-8.8%&-2.3%	3.0&1.0	14.5%	-9.8%&25.1%	5.0&13.0	PMK inhibit pilot replicates=3.5&3.0;MK inhibit pilot replicates=6.0&0.0;Spn DPM-DC inh pilot screen %=0.0&0.5
Cc1ccc(S(=O)(=O)N2CCCC(C(=O)N3CCC4(CC3)OCCO4)C2)cc1 (stereo not given)	i	-3.3%	5.4%	-2.7%	-10.2%	21.0	18.3%	4.6%	6.0
N#Cc1ccccc1Cn1cc(C(=O)c2ccco2)c2ccccc21	i	-3.7%	13.6%	0.9%	13.1%	15.0	-1.2%	13.0%	0.0	PMK inhibit pilot replicates=6.0;MK inhibit pilot replicates=1.5;Spn DPM-DC inh pilot screen %=0.5
CCCCn1c(NC(=O)c2ccco2)c(C(=O)OCC)c2nc3ccccc3nc21	x	10.1%	5.8%	1.4%	x	10.0	9.1%	x	4.0
CC(=O)c1cccc(OCC(O)CN2CC=C(c3ccccc3)CC2)c1 (stereo not given)	i	2.3%	6.6%	-12.9%	8.1%	19.0	x	4.2%	38.0
C=C1N2CCC(CC2)C1(O)c1ccccc1C (stereo not given)	i	-0.6%	1.0%	-6.5%	-27.9%	11.0	x	-27.6%	7.0

3 compounds from above, ordered by molar mass, lowest first.
SMILES	Spn DPM-DC inh	HT1080 viability	Alkaline phosphatase	Bfl-1 displacement	HPDE-C7 cytotoxicity	PMK inhibit	LYP phosphatase	KRASV12 cytotoxicity	MK inhibit	others
N#Cc1ccccc1Cn1cc(C(=O)c2ccco2)c2ccccc21	i	-3.7%	13.6%	0.9%	13.1%	15.0	-1.2%	13.0%	0.0	PMK inhibit pilot replicates=6.0;MK inhibit pilot replicates=1.5;Spn DPM-DC inh pilot screen %=0.5
CCCCn1c(NC(=O)c2ccco2)c(C(=O)OCC)c2nc3ccccc3nc21	x	10.1%	5.8%	1.4%	x	10.0	9.1%	x	4.0
Cc1ccc(S(=O)(=O)N2CCCC(C(=O)N3CCC4(CC3)OCCO4)C2)cc1 (stereo not given)	i	-3.3%	5.4%	-2.7%	-10.2%	21.0	18.3%	4.6%	6.0
